Screening data (PubChem BioAssay)
AmpC no deterg – blocks E. coli AmpC beta-lactamase in detergent-free assay; P00811; AmpC nitrocefin hydrolysis, absorbance 480 nm, 0.0001% Triton; Potency, µM (highest dose often 57.1 µM), without a hit: at the top dose activity change, negative = inhibition, usual class: inhibitors; 330,000 tested, 0.52% active; AID 485341;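 further: potency means the concentration at half of the fitted maximal effect; plate controls were no compound for no effect and no enzyme for full effect; nearly all actives have a fitted effect of over 20% in size; some results filed as inactive show a strong effect at the top dose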
Target sequence (P00811 whole entry, looked up): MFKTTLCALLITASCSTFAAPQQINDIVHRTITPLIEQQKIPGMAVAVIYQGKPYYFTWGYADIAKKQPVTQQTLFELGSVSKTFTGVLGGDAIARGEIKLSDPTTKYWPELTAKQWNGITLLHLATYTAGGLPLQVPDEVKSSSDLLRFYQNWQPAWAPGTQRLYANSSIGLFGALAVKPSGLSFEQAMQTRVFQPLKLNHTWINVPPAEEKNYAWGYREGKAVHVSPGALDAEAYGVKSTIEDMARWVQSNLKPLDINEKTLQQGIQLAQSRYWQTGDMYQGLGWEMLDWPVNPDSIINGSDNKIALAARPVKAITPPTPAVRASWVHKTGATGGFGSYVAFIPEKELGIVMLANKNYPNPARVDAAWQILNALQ
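AmpC (5.3 nM in the dispensed reagent) in 20 mM phosphate pH 7.0 with 0.01% (detergent screen) or 0.0001% Triton X-100 was preincubated with compounds for 15 min at room temperature. Nitrocefin was then added from an 800 uM solution, and hydrolysis was followed at 480 nm.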
HCMV inh – inhibitors of human cytomegalovirus; HFF cells, HCMV-luciferase reporter, 72 h; active compounds read low; AID 1259415; 410,000 tested, 4.5% active; activity change, negative = inhibition, % at 57.5 µM; in the data active means activity change below about -60%; inconclusive means no clear call, values can overlap the other calls; inactive means above about -39%
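Compounds were evaluated in HFFs infected with an HCMV luciferase reporter virus (MOI 1 PFU/cell). Luciferase in lysates collected 72 h post infection served as the replication measure.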
HCV inh – HCV inhibition; Huh7.5.1 HCVcc-Cre infection, luciferase reporter, 44 h; Potency, µM (top dose mostly 41.8 µM), for the others: at the top dose activity change, negative = inhibition, usual class: inhibitors; 340,000 tested, 3.4% active; further: potency means the concentration at half of the fitted maximal effect
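HCVcc-Cre virus at an moi near 0.5 was added right after compound to cells cultured 4 h from seeding (1,000 cells/well). Luciferase activity was determined 44 h later, 15 min after substrate addition at RT.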
AmpC detergent – blocks E. coli AmpC beta-lactamase in detergent assay | AmpC hydrolysis of nitrocefin, absorbance 480 nm, 0.01% Triton | 370,000 tested, 0.041% active | Potency, µM (titrated, usually from 114 µM), for the others: at the highest dose activity change, negative = inhibition, hits mostly inhibitors;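 further: potency means the concentration at half of the fitted maximal effect; 0% = no-compound wells and -100% = no-enzyme wells; nearly all actives have a fitted effect of over 25% in size; some results filed as inactive show a strong effect at the top dose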
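20 mM phosphate pH 7.0 + 0.01% (detergent screen) or 0.0001% Triton X-100; 5.3 nM AmpC reagent; cpd preinc 15 min RT; nitrocefin (800 uM stock) to start; A480 q20 s × 4 min; Activity was normalised to no-enzyme and no-compound control wells.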
Sm TGR inh – blocks Schistosoma mansoni thioredoxin glutathione reductase; purified TGR, DTNB reduction, TNB absorbance 405 nm; Potency, µM (series often up to 114 µM), inactives show at the highest dose activity change, negative = inhibition, actives largely listed as inhibitors; 360,000 tested, 3% active; AID 485364; further: potency means the concentration at half of the fitted maximal effect; nearly all actives have a fitted effect of over 60% in size
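Kinetic colorimetric format: TGR-catalysed, NADPH-driven DTNB reduction monitored via TNB absorbance. Enzyme dispensed at 20 nM; compound exposure 15 min at room temperature before reaction start.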
Giardia FBPA inh – inhibitors of Giardia lamblia fructose-1,6-bisphosphate aldolase | Potency, µM (doses to about 59.6 µM), for inactives: at the highest dose activity, negative = inhibition, usual class: inhibitors | 290,000 tested, 0.71% active | AID 2451 | purified Giardia FBPA | A8B2U2; further: potency means the concentration at half of the fitted maximal effect; nearly all actives have a fitted effect of over 55% in size
Target sequence (A8B2U2 whole entry, looked up): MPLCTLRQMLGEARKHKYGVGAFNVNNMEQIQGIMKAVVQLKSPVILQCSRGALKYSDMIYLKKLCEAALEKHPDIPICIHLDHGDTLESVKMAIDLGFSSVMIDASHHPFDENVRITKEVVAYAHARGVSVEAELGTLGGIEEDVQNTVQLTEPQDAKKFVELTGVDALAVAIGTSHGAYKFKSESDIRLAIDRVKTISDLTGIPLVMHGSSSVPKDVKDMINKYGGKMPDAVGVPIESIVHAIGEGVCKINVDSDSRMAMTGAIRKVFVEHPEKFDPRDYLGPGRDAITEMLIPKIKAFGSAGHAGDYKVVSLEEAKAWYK
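40 nM FBPA preincubated 10 min at RT with compound (up to 57.5 uM final), then substrate plus GAPDH/TPI/NAD/arsenate coupling and diaphorase/resazurin added. Fluorescence read after 20 min at RT, 525/598 nm.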
* marks the source's active call; other numbers are inactive results; [ ] = dose if it differs, or a comment. Unless noted, the call rests on the fitted dose curve; in most records, active means well fitted curve in the direction sought with a large enough effect; inconclusive means small, poorly fitted or top-dose-only effect, or another doubt; inactive means no such curve, though single readings can be large; an effect the other way counts as inactive or inconclusive. Unless noted, on the % scale 0 is the no-effect control and ±100 the full control effect.

`O=C(NC1CCCCC1)c1c[nH]c2ccc(S(=O)(=O)Nc3ccccc3F)cc2c1=O` gave HCMV inh 29, AmpC detergent 1% and Sm TGR inh 22%.
Screening COc1ccc(CCN2C(=O)C(O)=C(C(=O)c3ccco3)C2c2cccs2)cc1OC (stereo unspecified) returned AmpC no deterg -25%, HCMV inh 23, HCV inh 29%, AmpC detergent -7%, Sm TGR inh -22% and Giardia FBPA inh 1%.
O=C(NCCCN1CCCC1=O)c1cncc(Br)c1 was read as AmpC no deterg 2%, HCMV inh 5, HCV inh 23%, AmpC detergent -1%, Sm TGR inh 3% and Giardia FBPA inh 6%.
Screening COC(=O)c1sc(NC(=O)/C=C/c2ccc(C)o2)nc1C returned AmpC no deterg -21%, HCMV inh 9, HCV inh -17%, AmpC detergent -6%, Sm TGR inh 45µM* and Giardia FBPA inh -1%.
`Cc1noc(C)c1C(=O)OCC(=O)NCc1ccc(Cl)cc1` gave AmpC no deterg -14%, HCMV inh -23, HCV inh 7%, AmpC detergent 1% and Sm TGR inh 4%.
COc1cc(C(=O)NNC(=S)NCc2ccco2)cc(OC)c1OC was read as AmpC no deterg -24%, HCMV inh -8, HCV inh 5%, AmpC detergent inconclusive, Sm TGR inh 7% and Giardia FBPA inh 1%.
`O=C(OCC(=O)c1ccc(Cl)s1)c1ccc(CO)cc1` gave AmpC no deterg -8%, HCMV inh -13, HCV inh -1%, AmpC detergent -5% and Sm TGR inh -1%.
Screening CCOc1ccccc1NC(=O)C1CCN(S(=O)(=O)c2ccc3[nH]c(=O)ccc3c2)CC1 returned HCMV inh 7, AmpC detergent -10% and Sm TGR inh 4%.
Screening CCCC(=O)NC(=S)Nc1ccc(NC(=O)C(C)C)c(OC)c1 returned AmpC no deterg -12%, HCMV inh -25, HCV inh inconclusive, AmpC detergent -11%, Sm TGR inh -7% and Giardia FBPA inh 2%.
For COc1cccc(C(c2nnnn2CS(=O)(=O)c2ccc(C)cc2)N2CCN(C)CC2)c1OC (stereo unspecified) the results were AmpC no deterg 1%, HCMV inh -10, HCV inh 10%, AmpC detergent inconclusive, Sm TGR inh 0% and Giardia FBPA inh 1%.
Screening CN(CC(=O)Nc1ccc(Cl)c(C(F)(F)F)c1)C(=O)c1ccc(N2CCOCC2)c([N+](=O)[O-])c1 returned AmpC no deterg inconclusive, HCMV inh -33, HCV inh inconclusive, AmpC detergent -20% and Sm TGR inh 5%.
For O=C(Cc1c[nH]c2ccccc12)N/N=C/c1ccccc1O the results were AmpC no deterg -34%, HCMV inh -26, HCV inh inconclusive, AmpC detergent 1%, Sm TGR inh -1% and Giardia FBPA inh 11%.
CCN(CC)CCNC(=O)c1ccc(NC(=O)Cc2cccc3ccccc23)cc1 was read as AmpC no deterg 14%, HCMV inh -24, HCV inh inconclusive, AmpC detergent -7%, Sm TGR inh -6% and Giardia FBPA inh -17%.
CCn1c(=O)n(CC)c2cc(NC(=O)C(C)c3ccccc3)c(Br)cc21 (stereo unspecified) was read as AmpC no deterg 45%, HCMV inh 53, HCV inh -30%, AmpC detergent inconclusive, Sm TGR inh 5% and Giardia FBPA inh 9%.
Screening COc1ccc(OC(=O)Nc2ccccc2)cc1 returned AmpC no deterg -12%, HCMV inh 3, HCV inh -5%, AmpC detergent -1%, Sm TGR inh -1% and Giardia FBPA inh -1%.
For COc1ccc2ccccc2c1/C=N/NC(=O)c1ccc(C)nc1 the results were AmpC no deterg 151%[activator], HCMV inh 33, HCV inh inconclusive, AmpC detergent -9%, Sm TGR inh 25% and Giardia FBPA inh -10%.
`O=C(CSc1nc2c(cnn2-c2ccc(F)cc2)c(=O)[nH]1)Nc1nccs1` gave AmpC no deterg -10%, HCMV inh -4, HCV inh 0%, AmpC detergent -6%, Sm TGR inh -18% and Giardia FBPA inh 1%.
O=C(Nc1cccc(F)c1)Nc1cccc(Cl)c1 was read as AmpC no deterg -37%, HCMV inh -26, HCV inh inconclusive, AmpC detergent inconclusive, Sm TGR inh -3% and Giardia FBPA inh 6%.
Screening O=C(Nc1ncc(Cc2ccccc2Cl)s1)c1ccc([N+](=O)[O-])cc1 returned AmpC no deterg -17%, HCMV inh -18, HCV inh inconclusive, AmpC detergent -14%, Sm TGR inh -8% and Giardia FBPA inh -10%.
`COc1ccc(-c2noc(N3CCC(C(=O)Nc4cccc(OC)c4)CC3)n2)cc1` gave AmpC no deterg -9%, HCMV inh -30, HCV inh 22µM*, AmpC detergent inconclusive, Sm TGR inh 11% and Giardia FBPA inh -5%.

Brought forward from above: six entries, followed by the next part.
Screening COc1ccc(OC(=O)Nc2ccccc2)cc1 returned AmpC no deterg -12%, HCMV inh 3, HCV inh -5%, AmpC detergent -1%, Sm TGR inh -1% and Giardia FBPA inh -1%.
For COc1ccc2ccccc2c1/C=N/NC(=O)c1ccc(C)nc1 the results were AmpC no deterg 151%[activator], HCMV inh 33, HCV inh inconclusive, AmpC detergent -9%, Sm TGR inh 25% and Giardia FBPA inh -10%.
`O=C(CSc1nc2c(cnn2-c2ccc(F)cc2)c(=O)[nH]1)Nc1nccs1` gave AmpC no deterg -10%, HCMV inh -4, HCV inh 0%, AmpC detergent -6%, Sm TGR inh -18% and Giardia FBPA inh 1%.
O=C(Nc1cccc(F)c1)Nc1cccc(Cl)c1 was read as AmpC no deterg -37%, HCMV inh -26, HCV inh inconclusive, AmpC detergent inconclusive, Sm TGR inh -3% and Giardia FBPA inh 6%.
Screening O=C(Nc1ncc(Cc2ccccc2Cl)s1)c1ccc([N+](=O)[O-])cc1 returned AmpC no deterg -17%, HCMV inh -18, HCV inh inconclusive, AmpC detergent -14%, Sm TGR inh -8% and Giardia FBPA inh -10%.
`COc1ccc(-c2noc(N3CCC(C(=O)Nc4cccc(OC)c4)CC3)n2)cc1` gave AmpC no deterg -9%, HCMV inh -30, HCV inh 22µM*, AmpC detergent inconclusive, Sm TGR inh 11% and Giardia FBPA inh -5%.
Screening O=C(Cn1nnc(-c2ccccc2)n1)NCc1cccs1 returned AmpC no deterg -7%, HCMV inh -31, HCV inh 0%, AmpC detergent -8%, Sm TGR inh 8% and Giardia FBPA inh -1%.
For COc1cccc(-c2nn(C)c3sc(C(=O)Nc4ccc5c(c4)OCCO5)cc23)c1 the results were AmpC no deterg -30%, HCV inh 3.2µM*, AmpC detergent -4%, Sm TGR inh -3% and Giardia FBPA inh -5%.
Screening Fc1ccc(-c2nnc3ccc(N4CCc5ccccc5C4)nn23)cc1 returned AmpC no deterg 130%[activator], HCMV inh 0, HCV inh inconclusive, AmpC detergent -14%, Sm TGR inh -8% and Giardia FBPA inh -1%.
For COc1ccc(CCn2c(=N)c(C(=O)NCCN3CCOCC3)cc3c(=O)n4cccc(C)c4nc32)cc1OC the results were AmpC no deterg 63%[activator], HCMV inh -95*, HCV inh inconclusive, AmpC detergent 2% and Sm TGR inh 3%.
`COCc1nnc(NC(=O)c2cc(Cl)ccc2OC)s1` gave AmpC no deterg 60%[activator], HCMV inh 65, HCV inh inconclusive, AmpC detergent -13%, Sm TGR inh 3% and Giardia FBPA inh -1%.
`CC(C)(C)C(=O)N(Cc1ccccc1)c1ccccn1` gave AmpC no deterg -14%, HCMV inh -30, HCV inh 14%, AmpC detergent 1%, Sm TGR inh -4% and Giardia FBPA inh 4%.
Cc1cc(C)cc(N(CC(=O)NC2CC3CCC2C3)S(C)(=O)=O)c1 (stereo unspecified) was read as AmpC no deterg 26%, HCMV inh 10, HCV inh 19%, AmpC detergent 1%, Sm TGR inh -9% and Giardia FBPA inh 9%.
Screening CC(=O)Nc1ccc(NC(=O)C(C)OC(=O)C2CCN(S(=O)(=O)c3ccc4c(c3)OCCO4)CC2)cc1 (stereo unspecified) returned AmpC no deterg 12%, HCMV inh -5, HCV inh -25%, AmpC detergent -14% and Sm TGR inh 5%.
Screening Cc1ccc(NC(=O)NCCCN2CCOCC2)cc1 returned AmpC no deterg -25%, HCMV inh inconclusive, HCV inh -18%, AmpC detergent 3%, Sm TGR inh 11% and Giardia FBPA inh 0%.
`O=S1(=O)CC(O)C(N2CCC(c3ccccc3)CC2)C1` (stereo unspecified) gave AmpC no deterg -5%, HCMV inh 13, HCV inh 17%, AmpC detergent 5%, Sm TGR inh 3% and Giardia FBPA inh 4%.
`CCc1ccc2nc(NC(=O)CCCc3cccs3)sc2c1` gave AmpC no deterg -40%, HCMV inh 96, HCV inh 0%, AmpC detergent -6%, Sm TGR inh -10% and Giardia FBPA inh 5%.
For CCOC(=O)c1[nH]c2ccc(OC)cc2c1NC(=O)CCN1CCN(Cc2ccccc2)CC1 the results were AmpC no deterg 64%[activator], HCMV inh 51, HCV inh -16%, AmpC detergent inconclusive, Sm TGR inh -22% and Giardia FBPA inh 0%.
`C/C(CCS(=O)(=O)c1ccccc1)=N/O` gave AmpC no deterg -19%, HCMV inh -35, HCV inh -11%, AmpC detergent 2%, Sm TGR inh 8% and Giardia FBPA inh 1%.
`O=C(NCc1ccc2c(c1)OCO2)c1ccc(S(=O)(=O)NCC2CCCO2)cc1` (stereo unspecified) gave AmpC no deterg -56%, HCMV inh -11, HCV inh inconclusive, AmpC detergent 0%, Sm TGR inh 5% and Giardia FBPA inh -2%.
Screening Cc1ccc(NC(=O)Nc2ccc3c(c2)OCO3)nc1 returned AmpC no deterg -15%, HCMV inh 22, HCV inh 9%, AmpC detergent 6%, Sm TGR inh 6% and Giardia FBPA inh 1%.
For Cc1ccc(-c2nnn(CC(=O)N(Cc3ccccc3)C(C(=O)NC(C)(C)C)c3ccncc3)n2)o1 (stereo unspecified) the results were AmpC no deterg 107%[activator], HCMV inh -18, HCV inh inconclusive, AmpC detergent inconclusive, Sm TGR inh 22% and Giardia FBPA inh 3%.
For CN(C)c1ccc(/C=N/Nc2cccc(C(=O)O)c2)cc1 the results were AmpC no deterg -26%, HCMV inh 65, HCV inh -3%, AmpC detergent 2%, Sm TGR inh -34% and Giardia FBPA inh -22%.
`COCC1CCCN(Cc2nc(-c3ccc4c(c3)OCO4)no2)C1` (stereo unspecified) gave AmpC no deterg 15%, HCMV inh 107, HCV inh 1%, AmpC detergent 8%, Sm TGR inh 16% and Giardia FBPA inh 0%.
For CCOc1ccccc1N1CCN(CC(=O)Nc2ccnn2C2CCCC2)CC1 the results were AmpC no deterg 85%[activator], HCMV inh -14, HCV inh 13µM*, AmpC detergent 5% and Sm TGR inh 4%.
Screening O=C(NC(=S)N(Cc1ccccc1)Cc1ccccc1)c1ccccc1F returned AmpC no deterg -13%, HCMV inh -23, HCV inh 16%, AmpC detergent -10% and Sm TGR inh 13%.
Screening CC(C)CC(=O)Nc1ccc(F)c(Cl)c1 returned AmpC no deterg -15%, HCMV inh -35, HCV inh 9%, AmpC detergent inconclusive, Sm TGR inh -1% and Giardia FBPA inh -1%.
